Screening data as filed in PubChem.
Rtt109 Vps75 – blocks Candida albicans Rtt109/Vps75 acetyltransferase activity; Q5AAJ8; purified Rtt109/Vps75, ThioGlo CoA-SH fluorescence, 4 h; inhibition, % at 34.9 µM; actives 0.16% (n = 330,000); AID 540336;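 active means inhibition of at least 50% in every replicate; inconclusive means best replicate reaches 50% inhibition but some replicates fall short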
PvdQ acylase – blocks Pseudomonas aeruginosa PvdQ acylase activity. purified PvdQ acylase, fluorescence plate reader. inhibition, % at 10 µM. actives 0.063% (n = 340,000); in the data active means inhibition above about 30%, passing the limit was not always enough; inconclusive means no clear call, values can overlap the other calls;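 further: 0% = vehicle neutral wells and 100% = reference inhibitor wells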
SR-BI HDL uptake – inhibitors of mouse SR-BI mediated HDL lipid uptake | Q61009 | ldlA[mSR-BI] CHO cells, DiI-HDL uptake fluorescence, 3 h | inhibition, % at 12.5 µM | actives 0.96% (n = 320,000) | AID 488896;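 active means mean replicate inhibition of at least 70% and a set share of replicates each scoring 70 or more; inconclusive means meets just one of the two criteria; inactive means fails both criteria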;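 further: 0% = median of neutral control wells and 100% = median of positive control wells; values of inactives mirror those of a sister screen read the other way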
dFosB act – mouse delta FosB homodimer activation | actives 0.99% (n = 340,000) | P13346 | activation, % at 25 µM | purified delta FosB, TAMRA-CDK5 oligo fluorescence polarization; percent of positive-control signal above neutral wells;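 active means mean activation above about 17%, with every replicate also reaching it, limit read from the data, passing the limit was not always enough; inconclusive means only one of the two conditions met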;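 further: fluorescence polarization rise as delta FosB binds a TAMRA Cdk5 AP-1 oligo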
cardiac RTF act – cardiac RTF calcium sensitization; IANBD-labeled TnC RTF fluorescence at EC20 calcium; 0% EC20 calcium, 100% full calcium; activation, % at 7.2 µM; actives 0.24% (n = 340,000);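 active means activation above the mean over all tested compounds plus 3 SD, cut at about 30% in these data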;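 further: rise in fluorescence read as greater calcium sensitivity of cardiac thin filaments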
HTR5A ag ctr – counter-screen for OPRM1-OPRD1 agonists: human HTR5A agonism; actives 0.61% (n = 340,000); HTR5A agonist assay, luminescence, cell-based; P47898; activation, % at 9.3 µM; AID 504692; in the data active means activation mostly above about 9.5%, no sharp cut-off; inactive means mostly below about 7.6%;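 further: 0% = cells with vehicle only and 100% = reference agonist; strong numbers were not always called active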
Wnt act – activates Wnt/beta-catenin signaling in a reporter cell assay | actives 1.2% (n = 300,000) | activator, plate reader | activation, % at 9.35 µM; in the data active means activation above about 30%, passing the limit was not always enough; inconclusive means no clear call, values can overlap the other calls;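 further: 0% = neutral control wells and 100% = positive control wells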
MITF TRPM1 HTS – increases MITF-driven TRPM1 promoter luciferase signal. SK-MEL-5 TRPM1-promoter luciferase, 24 h; % of positive control, neutral wells = 0. activation, % at 12.5 µM. actives 0.75% (n = 300,000). AID 588334;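 active means mean activation of at least 80% with every replicate also reaching 80%; inconclusive means mean reaches 80% but some replicate falls short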;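 further: 0% = neutral control wells and 100% = parthenolide positive control wells; values of inactives mirror those of a sister screen read the other way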
SR-BI uptake up – SR-BI HDL lipid transfer activation; AID 504775; CHO ldlA[mSR-BI] cells, DiI-HDL uptake fluorescence, 3 h; 100 = double the neutral-control signal; actives 0.096% (n = 320,000); activation, % at 12.5 µM;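 active means mean replicate activation of at least 60% and every replicate at or above 60%; inconclusive means mean or all-replicate condition met, but not both; inactive means mean below 60% and not all replicates reaching 60%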;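 further: 0% = median plate neutral-control signal and 100% = twice that signal; values of inactives mirror those of a sister screen read the other way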
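Assay system: CHO ldlA[mSR-BI] cells, LDL receptor-null, SR-BI overexpressing; medium: Ham's F12 with 0.5% BSA, HEPES 25 mM, pH 7.4; also added: DiI-HDL 10 µg/mL; timing: 3 h uptake period with compound, 37 °C; signal: DiI fluorescence, bottom read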
CDK5 inh – blocks human CDK5/p35 kinase activity; Recombinant CDK5/p35, ADP-Glo luminescence, 60 min; Q00535+Q15078; AID 488839; actives 0.01% (n = 330,000); inhibition, % at 10 µM;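 active means highest replicate inhibition of at least 50% and at least 75% of replicates reaching 50%; inconclusive means only one of the two criteria met; inactive means both criteria failed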;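 further: plate controls were DMSO neutral control for no effect and GW8510 at 10 µM for full effect; many of its hits are not listed in these tables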
* = called active by the depositor; ? = inconclusive; . = not tested or not shown; + = active, no number.

SMILES	HTR5A ag ctr	CDK5 inh	Wnt act	PvdQ acylase	SR-BI HDL uptake	MITF TRPM1 HTS	dFosB act	Rtt109 Vps75	cardiac RTF act	SR-BI uptake up
COc1ccc(C(=O)NNS(=O)(=O)c2ccc(OC)cc2)cc1	0	0.9	-1	-16	-8	1	-4	-1	3	8
Cc1cc(Nc2cccc(Cl)c2)nc(NCc2ccccc2)n1	5	0.3	-2	0	35	-10	41*	.	-7	-35
CC(C)C1Cc2c(sc3c2c(=O)n(Cc2ccccc2)c2nncn32)CO1 (stereo unspecified)	-7	2.9	.	-17	-13	-3	-14	13	5	13
COc1c2c(c(CCC(=O)O)c3c1C=CC(C)(C)O3)OC(C)(C)C=C2	2	-0.8	-2	4	-4	-3	-10	-2	-10	4
Cc1ccc(S(=O)(=O)c2nc(S(C)(=O)=O)sc2N2CC(C)OC(C)C2)cc1 (stereo unspecified)	6	0.1	0	-7	-39	-20	2	-13	-2	.
CC(C)(C)NC(=O)c1ccccc1-c1nc2ccccc2s1	1	2.5	-1	-18	.	12	-6	11	3	.
O=C(CSc1nc2ccccc2[nH]1)c1ccc(Cl)s1	1	2.2	.	-14	4	40	-19	2	3	-4
COc1cccc(-c2nnc(NC(=O)C3CCCCC3)o2)c1	-2	-2.2	5	-15	.	54	-9	-6	1	.
Cc1cnc(C(=O)OC(C)C(=O)Nc2ccccc2-c2ccccc2)cn1 (stereo unspecified)	0	-1.0	-2	2	-12	8	0	3	-2	12
CC(C)COC(=O)OCN1C(=O)CN(CCN2CC(=O)N(COC(=O)OCC(C)C)C(=O)C2)CC1=O	2	0.4	-1	3	2	0	-3	-3	0	-2
COc1ccc(NC(=O)CCCC2CCCCC2)cc1S(=O)(=O)N1CCCCC1	0	-0.3	0	2	2	-7	-5	7	-1	-2
Cc1ccc(C(=O)Nc2cccc3ccccc23)cc1	1	1.3	6	6	.	46	-2	-4	-8	.
COc1ccc(NC(=O)CN2CCN(c3nc(-c4cccc(OC)c4)cs3)CC2)cc1	0	-1.0	-6	9	20	.	-11	14	0	-20
CC(Oc1ccccc1)C(=O)Nc1ccc(NC(=O)c2ccccc2)cc1 (stereo unspecified)	3	0.2	1	-5	-8	0	4	-6	-3	8
COc1ccc(CC(=O)NNC(=O)CSc2nnc(C)n2-c2ccccc2)cc1	7	-0.3	0	-2	-22	4	-1	-10	2	22
COc1ccccc1Oc1ccc(S(=O)(=O)N2CCCCC2C)cc1 (stereo unspecified)	-1	-1.1	2	0	11	13	-11	-23	1	-11
COc1ccc2[nH]c(C)c(CCNC(=S)Nc3ccccc3OC)c2c1	1	-1.3	.	8	24	1	-6	10	2	-24
COc1ccc2c(c1)c(C(=O)N/N=C/c1ccc(OC)c(OC)c1)c(C)n2C	6	.	-4	-16	0	-9	-2	10	-3	0
CCOC(=O)c1cnc2c(C)cccc2c1Nc1cccc(C(=O)O)c1	-4	-1.7	1	-7	-11	4	-2	-2	3	11
Cc1ccc(S(=O)(=O)C2(C(=O)O)CCCC2)cc1C	-3	-4.0	-4	-9	-23	5	4	-4	3	23
C[C@H](NC(=O)OCc1ccccc1)C(=O)N[C@@H](Cc1c[nH]c2ccccc12)C(=O)O	1	-1.4	0	-11	-10	-2	7	0	1	10
COc1ccc(CNC(=O)[C@H](C)N2C(=O)N3CCc4c([nH]c5ccc(OC)cc45)[C@@]3(C)C2=O)cc1	-2	-0.3	-2	-7	32	-11	-15	10	8	-32
O=C(c1ccc(N2CCCCC2)c([N+](=O)[O-])c1)N1CCOCC1	-5	0.9	.	5	-8	-3	-5	8	0	8
Clc1ccc(CN(CC2CCCO2)C(c2cccs2)c2nnnn2C2CCCC2)cc1 (stereo unspecified)	4	0.9	-7	-6	-17	3	-16	2	4	17
COc1cc(CC(=O)OCC(=O)Nc2ccccc2C#N)cc(OC)c1OC	6	-4.9	-1	-3	1	-4	9	-6	1	-1
CCOC(=O)C1(CCOC)CCN(Cc2ccc3nonc3c2)CC1	6	-3.8	-4	-22	-9	4	8	1	4	9
O=C(NCCN1CCN(C(=O)c2cc3ccccc3oc2=O)CC1)c1cc2ccccc2oc1=O	-3	-0.6	.	-1	-10	2	-3	1	-5	10
O=C(CCc1nnc(-c2ccc3c(c2)OCO3)o1)NC(c1ccccn1)C(F)(F)F (stereo unspecified)	1	0.0	0	3	-19	0	4	6	-2	19
O=C(CSc1nncc(=O)[nH]1)NCc1ccccc1	-2	3.5	-1	2	-1	-7	3	-5	-4	1
Cc1cc(=O)oc2cc(OCC(=O)OCC(=O)Nc3c(C)n(C)n(-c4ccccc4)c3=O)ccc12	2	-0.7	-8	-8	-15	3	1	1	2	15
CCc1ccc2[nH]c(=O)c(C(c3nnnn3CC3CCCO3)N3CCN4CCCC4C3)cc2c1 (stereo unspecified)	-3	1.7	0	-6	-3	8	-2	0	-5	3
O=S(OCCN1CCCC1)C(c1ccccc1)c1ccccc1 (stereo unspecified)	4	0.4	-1	-3	-16	-11	5	-4	-2	16
C#Cc1ccc(CN2CCN(CCCc3ccccc3)C(CCO)C2)cc1 (stereo unspecified)	-3	-0.6	2	9	-12	-3	-4	-5	0	12
O=[N+]([O-])c1cccnc1Sc1ccccc1Cl	-4	1.0	-3	-1	.	.	4	-10	-7	.
CC(=O)NS(=O)(=O)c1ccc(NC(=O)c2ccc3c(c2)C(=O)N(CCC(C)C)C3=O)cc1	4	-2.6	2	-2	.	-11	-3	-4	0	.
CN1C(=O)N(CC(=O)N2CCN(S(=O)(=O)c3ccc4c(c3)CCC4)CC2)C(=O)C12CCCCC2	-2	-2.3	-4	-16	-4	3	-5	-4	-2	4
O=C(NC1CCCCC1)C(c1cccnc1)N(C(=O)c1csnn1)c1ccccc1 (stereo unspecified)	1	0.6	-1	7	-1	-4	0	12	-3	1
CC1Cc2ccccc2N1C(=O)CSc1nnnn1C(C)C (stereo unspecified)	-4	-1.9	.	-11	7	.	2	-5	1	-7
CCOC(=O)CSc1nnc(CNc2ccc(Cl)cc2)n1-c1ccccc1	5	12	0	8	0	-2	1	16	6	0
CCCC(C)Sc1nc2c([nH]1)c(=S)n(C)c(=O)n2C (stereo unspecified)	2	1.7	-3	-1	24	-15	1	-8	-3	-24
COc1ccc(OCCOc2ccc(S(=O)(=O)N3CCCC3)cc2C(N)=O)cc1	0	-0.4	-3	-1	-5	-20	-11	-2	3	5
CCN(CC)CCCC(C)n1c2nc(=O)[nH]c(=O)c-2nc2cc(Cl)ccc21 (stereo unspecified)	2	0.9	-5	1	10	-84	3	2	+	-10
COc1ccc(OC)c(NC(=S)N2c3ccccc3CC2C)c1 (stereo unspecified)	-3	1.2	-5	14	27	-15	-13	9	-1	-27
Cc1coc2c1C(=O)C(=O)c1c-2ccc2c(C)cccc12	3	-0.5	.	-13	12	-98	0	-3	-5	-12
CCN1CCN(C(=O)c2cc3cc(F)ccc3[nH]2)CC1	2	0.4	1	11	-44	-1	5	-2	7	44
CCN(CC)C(=O)C(=O)c1cccn1-c1ccc(C#N)cc1	-3	-4.9	-4	-20	-15	-12	1	-2	5	15
S=c1[nH]nc(-c2cccnc2)n1Cc1ccccc1	0	-0.8	-5	-12	14	.	0	2	10	-14
CC12COC3(C(=O)NCCc4ccccc4)CC1CCC32C (stereo unspecified)	-3	-0.9	5	-4	-48	2	-1	-11	-1	48
CCCn1c(N)c(C(=O)CSc2nnc(N)s2)c(=O)[nH]c1=O	-10	-0.1	2	14	-24	5	3	-1	-1	24
O=C(CCN1C(=O)/C(=C/c2ccc(F)cc2)SC1=S)NNC(=O)c1ccncc1	-3	0.2	-2	-8	16	-6	-6	2	-2	-16

Other results follow:
SMILES	HTR5A ag ctr	CDK5 inh	Wnt act	PvdQ acylase	SR-BI HDL uptake	MITF TRPM1 HTS	dFosB act	Rtt109 Vps75	cardiac RTF act	SR-BI uptake up
O=C(CSc1nc2c(sc3ccccc32)c(=O)n1CCO)NCc1ccco1	-2	0.9	.	-9	-6	.	1	-2	-1	6
COc1ccc(/C=C/CN2CCCC(C(=O)c3cc(F)ccc3F)C2)cc1 (stereo unspecified)	6	0.3	-13	-17	-10	6	-4	-21	2	10
COc1cc(C2CC(=O)Oc3c(C(CCN4CCN(c5ccccc5)CC4)c4ccc(N(C)C)cc4)c(OC)cc(OC)c32)cc(OC)c1OC (stereo unspecified)	-5	0.1	-3	-13	0	7	-1	-2	7	0
c1ccc(-c2nnn(C34CC5CC(CC(C5)C3)C4)n2)cc1	3	-2.6	-3	-2	-13	.	-4	3	3	13
CCC(C)(C)C1CCC2(CC1)NC(=O)N(CC(=O)N(C)Cc1ccc3c(c1)OCCO3)C2=O (stereo unspecified)	6	1.1	1	-9	15	-12	-8	1	0	-15
CCOC(=O)c1sc(-c2ccccc2)nc1C	1	-0.9	?	-7	-16	26	-7	-9	2	16
COC(=O)c1cc(=O)n2c(-c3ccccc3)csc2n1	1	0.7	.	-5	6	-12	-3	-4	-6	-6
NC(=O)CSc1nc(-c2ccccc2)nc2ccccc12	2	-1.7	0	-10	5	19	15	-3	-4	-5
NS(=O)(=O)c1cc2c(cc1Cl)NC(Cc1ccccc1)NS2(=O)=O (stereo unspecified)	3	1.5	-1	-6	-20	3	-1	2	-1	20
CCOC(=O)NC(=O)CSc1ccccn1	-1	0.1	-1	-17	-15	8	-1	-1	-3	15
Cc1nc(-c2ccccc2)c(-c2ccccc2)[nH]1	-5	-2.0	.	-3	20	-17	6	7	2	-20
COc1ccccc1C(=O)N(CCN(C)C)c1nc2cc(C)cc(C)c2s1	2	0.1	2	2	6	4	-1	7	-1	-6
CCOC(=O)Cc1c(C)c2ccc(N(CC)CC)cc2oc1=O	3	-0.5	.	-5	6	.	-4	-119	4	-6
Nc1nonc1-c1noc(CCCN2C(=O)c3ccccc3C2=O)n1	6	-0.1	.	1	-3	43	0	-9	-1	3
Cc1c(NC(=O)COC(=O)CSc2ccc(C(N)=O)cc2[N+](=O)[O-])c(=O)n(-c2ccccc2)n1C	-1	-0.4	-1	1	-33	-1	-9	36	-6	33
C[C@@H](CC#N)CN1CC[C@H](C(C)(C)C)CCC1=O	-3	-1.0	-4	8	-9	-1	5	8	3	9
COc1ccc(CCN(C)C(=O)CN2C(=O)NC3(CCCCCC3)C2=O)cc1OC	1	-0.2	3	14	4	3	3	7	-1	-4
